Screens deposited in PubChem by several laboratories.
MCL1-BIM inh = inhibitors of MCL1 binding to BIM-BH3, primary screen, biochemical, fluorescence polarization; GST-MCL1 / FITC-Bim-BH3 fluorescence polarization; inhibition, % at 10.9 µM; 320,000 compounds, 0.68% hits; AID 2057, 2009;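 active = inhibition above the mean inhibition of all tested compounds plus 3 SD, set per campaign, cut at about 40% in these data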;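 note: 0% = DMSO wells and 100% = unlabeled Bim-BH3 peptide control; higher means more loss of mP so more displacement of Bim peptide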
Target sequence (Q07820 whole entry, looked up): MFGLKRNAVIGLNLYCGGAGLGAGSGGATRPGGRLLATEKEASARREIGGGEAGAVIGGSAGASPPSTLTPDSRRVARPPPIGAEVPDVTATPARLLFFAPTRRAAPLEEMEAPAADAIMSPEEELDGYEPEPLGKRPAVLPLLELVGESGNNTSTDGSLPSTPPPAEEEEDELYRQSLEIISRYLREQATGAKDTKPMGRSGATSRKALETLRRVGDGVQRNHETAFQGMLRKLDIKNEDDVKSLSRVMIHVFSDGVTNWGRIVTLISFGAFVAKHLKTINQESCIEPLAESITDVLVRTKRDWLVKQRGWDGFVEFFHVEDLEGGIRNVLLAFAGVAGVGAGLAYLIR
TPT1 inhibitor = Candida albicans TPT1 enzyme inhibitors, primary screen, biochemical, fluorescence polarization; tRNA 2'-phosphotransferase TPT1 (Candida albicans SC5314); recombinant caTPT1, FP RNA substrate dephosphorylation; inhibition, % at 5 µM; 300,000 compounds, 0.81% hits;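 active = inhibition above the mean of all tested compounds plus 3 SD, set per screening campaign, cut at about 24% in these data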;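 note: plate controls were DMSO alone for no effect and ferristatin control at 100 nM for full effect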
PAD4 inh = human PAD4 inhibitors, primary screen, biochemical, fluorescence polarization, 1536-well format | Protein-arginine deiminase type-4 (Homo sapiens), Q9UM07 | recombinant PAD4, RCA probe fluorescence polarization | inhibition, % at 6.36 µM | 330,000 compounds, 0.41% hits | AID 485272, 2010;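 active = percent inhibition above a cutoff equal to the mean of all tested compounds plus 3 SD, cut at about 15% in these data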;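 note: 0% = PAD4 with RCA probe and DMSO and 100% = probe without PAD4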
Bcl-xL primary = inhibitors of human Bcl-xL, primary screen, biochemical, fluorescence polarization, HTS; Bcl-2-like protein 1 (Homo sapiens), Q07817; GST-Bcl-xL / FITC-Bim BH3 peptide fluorescence polarization; inhibition, % at 10.9 µM; 320,000 compounds, 0.7% hits;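 active = inhibition above the mean of all tested compounds plus 3 SD, cutoff set per campaign, cut at about 30% in these data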;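 note: 0% = DMSO wells and 100% = unlabeled Bim-BH3 peptide competitor; inhibitors lower millipolarization by displacing the labeled peptide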
Fam108B inh = mouse Fam108B serine hydrolase inhibitors, primary screen, counter-screen for RBBP9 inhibitor project, biochemical, fluorescence polarization; recombinant Fam108B, FP-Rh probe fluorescence polarization; inhibition, % at 9.51 µM; 300,000 compounds, 0.33% hits; AID 1947, 2009;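 active = inhibition above the screen mean inhibition plus 3 SD, computed separately per campaign, cut at about 18% in these data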;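 note: inhibitors lower polarization as less probe binds the enzyme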
MEX-5 binding = MEX-5 zinc finger RNA-binding disruptors – biochemical, C. elegans, fluorescence polarization, MLPCN library, primary screen | Zinc finger protein mex-5 (Caenorhabditis elegans), Q9XUB2 | 300,000 compounds, 0.38% hits | activity score (negative = inhibition of binding), % at 10 µM | MEX-5/FITC-TCR2 RNA binding; hits give low values;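 active = inhibition past about -25% in most replicates, and total fluorescence under double the plate's negative control median, limit read from the data; inconclusive = replicates evenly split on the limit, or fluorescence at least double controls; inactive = too little inhibition in most replicates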;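 note: 0% = DMSO and -100% = 5 µM competing unlabeled TCR2 RNA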
Target sequence (Q9XUB2 whole entry, looked up): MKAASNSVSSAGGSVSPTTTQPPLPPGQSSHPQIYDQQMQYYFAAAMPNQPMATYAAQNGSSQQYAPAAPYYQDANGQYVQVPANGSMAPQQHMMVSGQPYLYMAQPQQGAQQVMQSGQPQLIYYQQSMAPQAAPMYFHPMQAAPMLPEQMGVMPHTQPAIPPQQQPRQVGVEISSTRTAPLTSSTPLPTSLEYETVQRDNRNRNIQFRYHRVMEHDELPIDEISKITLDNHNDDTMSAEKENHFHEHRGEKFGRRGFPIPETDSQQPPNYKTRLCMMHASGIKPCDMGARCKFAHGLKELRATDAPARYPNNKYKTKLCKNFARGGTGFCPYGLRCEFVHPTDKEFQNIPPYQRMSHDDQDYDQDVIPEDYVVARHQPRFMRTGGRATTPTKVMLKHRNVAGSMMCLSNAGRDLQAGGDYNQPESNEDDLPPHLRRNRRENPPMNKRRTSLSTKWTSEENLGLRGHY
GLD-1 RNA inh = GLD-1/TGE RNA complex disruptors, primary screen, biochemical, fluorescence polarization; purified GLD-1 + fluorescein TGE RNA; inhibition, % at 5.96 µM; 320,000 compounds, 0.44% hits; AID 2280, 2010;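 active = percent inhibition above a per-plate cutoff, the plate mean of test compounds plus 3 SD, cut at about 30% in these data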;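 note: 0% = DMSO wells with GLD-1 and probe and 100% = wells lacking GLD-1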
GSTO1 inh = inhibitors of recombinant GSTO1, primary screen, counter-screen for RBBP9 inhibitor project, biochemical, fluorescence polarization; Glutathione S-transferase omega-1 (Homo sapiens), P78417; activity-based probe fluorescence polarization; inhibition, % at 5.96 µM; 300,000 compounds, 1.1% hits; AID 1974, 2009;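 active = inhibition above the campaign mean inhibition plus 3 SD, cut at about 35% in these data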;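 note: 0% = GSTO1-1 with DMSO and 100% = wells lacking GSTO1-1 enzyme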
Target sequence (P78417 whole entry, looked up): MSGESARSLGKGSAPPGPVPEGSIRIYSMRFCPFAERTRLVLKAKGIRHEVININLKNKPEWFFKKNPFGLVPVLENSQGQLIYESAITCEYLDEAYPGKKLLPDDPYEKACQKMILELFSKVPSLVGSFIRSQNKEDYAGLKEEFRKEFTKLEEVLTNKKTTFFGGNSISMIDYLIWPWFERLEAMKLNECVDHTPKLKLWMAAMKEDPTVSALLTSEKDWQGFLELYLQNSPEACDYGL
PME-1 primary = PME-1 inhibitors via competitive probe labeling, primary screen, biochemical, fluorescence polarization, FP-Rh probe, HTS. Protein phosphatase methylesterase 1 (Homo sapiens), Q9Y570. recombinant PME-1. inhibition, % at 5.9 µM. 320,000 compounds, 0.53% hits. AID 2130, 2009;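 active = inhibition above the campaign mean of all compounds plus 3 SD, cut at about 26% in these data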;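 note: competitive labeling of PME-1 active site by serine hydrolase directed probe; 0% = PME-1 with DMSO and 100% = wells lacking PME-1 enzyme; inhibitors block probe labeling so polarization falls and inhibition rises; many of its hits are not listed in these tables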
Starred values were filed as active, the others as inactive; ? = inconclusive; nt = not tested or not shown.

SMILES	MCL1-BIM inh	TPT1 inhibitor	PAD4 inh	Bcl-xL primary	Fam108B inh	MEX-5 binding	GLD-1 RNA inh	GSTO1 inh	PME-1 primary
CCc1ccc(/C(C)=N/NC(=O)c2ccccn2)cc1	2.1	-1.3	0.0	3.6	-3.2	-1.9	-0.3	8.1	-17.1
c1ccc(-c2nc3ccccn3c2NC2CCCC2)nc1	8.7	-0.1	-0.3	2.2	-0.5	-10.9	2.8	9.1	2.6
Cn1c(CCCOc2ccc(Cl)cc2Cl)nnc1SCC(=O)Nc1cccc(F)c1	6.5	-1.8	1.4	5.2	-1.5	-1.7	8.2	0.7	-10.0
O=C(CN1CCN(c2ccc(O)cc2)CC1)Nc1ccc2c(c1)OCCO2	18.6	-1.1	-1.6	24.2	0.2	0.3	0.9	29.0	-1.1
CC1=NN(c2ccccc2)C(=O)C1c1ccccc1 (stereo not drawn)	9.3	-5.8	0.0	1.3	-0.5	2.1	8.8	-3.4	-3.6
Nc1nc(Nc2ccccc2F)sc1C(=O)c1ccccc1	6.3	1.1	1.1	4.0	8.7	-1.6	-1.5	9.2	9.9
CN1/C(=C\C(=O)COC(=O)c2ccc([N+](=O)[O-])o2)C(C)(C)c2ccccc21	0.8	1.6	-15.3	-1.5	-2.1	-3.6	7.4	8.4	-4.6
CCCCCCc1ccc(OCC(=O)OC)cc1OCC(=O)OC	1.3	-3.1	-0.8	3.2	1.8	0.0	3.1	3.0	-1.4
N#CC1=C(N)Oc2n[nH]c(-c3cccs3)c2C1c1cccs1 (stereo not drawn)	-1.5	3.5	12.2	8.3	1.9	0.6	7.8	19.2	5.7
O=C(Cc1ccc(NS(=O)(=O)c2cccc(C(F)(F)F)c2)cc1)NCCN1CCOCC1	-5.0	-1.1	-6.3	-2.6	-2.5	0.3	9.3	4.1	-4.6
CC(=O)NN1C(=O)/C(=C\c2ccccc2)SC1=S	5.4	2.4	-7.2	3.5	0.2	-0.8	0.4	3.6	0.1
CN(CC(=O)Nc1ccc(F)c(F)c1F)C(=O)CN1C(=O)C2CCCCC2C1=O (stereo not drawn)	1.5	0.9	-6.1	4.8	-0.8	1.7	4.8	-1.3	3.3
Cc1ccc(NC(=O)N/C=C/c2ccco2)cc1	-3.2	9.7	-2.8	0.5	-0.7	0.8	-0.1	4.7	-6.4
N#C/C(C(=S)Nc1ccccc1)=C1/NN=C(N2CCOCC2)N1c1ccccc1	14.4	-1.5	0.8	10.6	1.8	-0.5	10.7	12.2	4.7
Cc1ccc(C2CC(c3ccccc3)=NN2C(=O)CSc2nnc(-c3ccc(Cl)cc3)o2)o1 (stereo not drawn)	-1.4	4.9	0.3	-1.4	-1.1	-1.0	2.1	6.3	-1.6
CSc1nnc2c3cc(C)ccc3n(Cc3ccccc3)c2n1	-0.9	0.7	-0.8	1.5	-6.0	0.7	-3.0	3.5	3.1
Cc1ccc(C(=O)NC(NCc2ccccc2)C(Cl)(Cl)Cl)cc1 (stereo not drawn)	4.8	2.6	1.4	1.3	-6.2	0.8	-2.5	1.7	-9.2
Cc1ccccc1C1N(c2nccs2)C(=O)C2CCCN21 (stereo not drawn)	20.2	0.8	2.8	11.2	2.3	-0.1	1.2	6.5	-0.4
CCC(=O)OC1(C)C(=O)C=C2C=C(C3CC3)OC=C2C1=O (stereo not drawn)	63.3*	-13.4	0.6	59.3*	4.9	-13.5	38.8*	25.1	11.1
CCOC(=O)c1c(-c2ccc(OC)cc2)csc1NC(=O)CSc1ncnc2sccc12	4.8	2.7	-1.5	-1.3	-9.0	6.0	-2.7	0.9	-2.4

Compound profiles, as listed above. Values in the order: MCL1-BIM inh, TPT1 inhibitor, PAD4 inh, Bcl-xL primary, Fam108B inh, MEX-5 binding, GLD-1 RNA inh, GSTO1 inh, PME-1 primary
O=C(CN1CCN(c2ccc(O)cc2)CC1)Nc1ccc2c(c1)OCCO2 is listed as 18.6, -1.1, -1.6, 24.2, 0.2, 0.3, 0.9, 29.0, -1.1
N#C/C(C(=S)Nc1ccccc1)=C1/NN=C(N2CCOCC2)N1c1ccccc1 is listed as 14.4, -1.5, 0.8, 10.6, 1.8, -0.5, 10.7, 12.2, 4.7

Following part
SMILES	MCL1-BIM inh	TPT1 inhibitor	PAD4 inh	Bcl-xL primary	Fam108B inh	MEX-5 binding	GLD-1 RNA inh	GSTO1 inh	PME-1 primary
Cc1csc(NC(=O)c2ccc(C)c(S(=O)(=O)N3CCCCC3)c2)n1	-4.1	-3.5	2.4	2.0	-0.6	2.5	6.4	0.5	1.3
Clc1ccc(-c2nnc(-c3cccc4ccccc34)o2)cc1Cl	6.1	-2.7	-2.0	1.9	-3.8	-1.8	2.3	-12.4	-0.8
COc1ccc(S(=O)(=O)NCCc2cc3ccc(C)c(C)c3[nH]c2=O)cc1	1.1	-4.2	2.0	3.3	0.4	0.2	0.0	1.2	-0.9
COc1ccc(CCC(=O)NCC23CC4CC(CC(C4)C2)C3)cc1	-4.6	1.1	-4.0	2.9	16.2	4.6	0.3	3.4	-5.4
Cn1ccnc1SCC(=O)N1CCN(S(=O)(=O)c2ccccc2)CC1	0.9	1.1	-1.2	3.8	-3.5	-0.6	3.7	-1.0	-4.1
Cc1cc(C)c(C(N)=O)c(Nc2cccc3ccccc23)n1	-1.9	-6.4	2.3	5.8	3.2	-2.5	3.7	0.3	4.1
COc1ccc(CCNc2nc(-c3cccnc3)nc3ccccc23)cc1OC	-6.6	0.9	-4.4	0.0	0.4	4.6	6.1	-6.8	-7.1
O=C(NC(Cc1ccccc1)C(=O)O)/C(=C\c1ccco1)NC(=O)c1ccccc1 (stereo not drawn)	22.4	-0.1	0.6	20.9	-3.7	-8.2	10.5	2.3	-12.0
CC(C)(C)c1ccc(Oc2ccc(NC(=O)c3ccco3)cn2)cc1	4.0	-1.7	3.5	8.4	-1.4	3.5	1.3	-2.2	-1.7
O=C(NC(=S)Nc1ccccc1N1CCOCC1)c1ccc(-c2ccccc2F)o1	8.8	3.0	-1.5	0.7	-7.3	1.2	-2.5	-5.3	-1.8
COc1ccc(C2=NN(C(=O)CSc3nnnn3C)C(c3ccco3)C2)cc1 (stereo not drawn)	4.1	nt	-1.1	7.9	nt	nt	0.1	nt	-1.3
Cc1ccc(CN(C)C(=O)COC(=O)CSc2cc(C)c3ccccc3n2)cc1	-2.4	nt	2.5	-2.7	nt	nt	4.1	nt	3.0
COc1ccccc1OCc1nc(-c2ccc([N+](=O)[O-])cc2)no1	6.3	-2.6	-0.1	5.5	-1.4	-0.8	-1.9	1.1	10.8
CCc1cccc2c(C(=O)CN3C(=O)NC(C)(c4cccc5ccccc45)C3=O)c[nH]c12 (stereo not drawn)	-5.6	-0.9	-6.4	-0.3	-29.1	6.2	3.4	-19.0	-57.8
Cn1c(CN2CCCC2)c(C#N)c2ccccc21	3.0	-2.1	-0.8	2.7	-2.9	0.4	-2.2	2.3	3.3
CCOC(=O)c1ccc(NC(=O)N2CCN(c3ccccc3OC)CC2)cc1	1.5	-0.4	-2.1	0.8	-0.2	-0.9	-11.2	8.0	-3.2
Cc1cc2c(c(=O)n1Cc1cccnc1)C(c1ccccc1)C(C#N)=C(N)O2 (stereo not drawn)	-4.4	4.8	-0.1	4.5	-1.4	-0.8	6.1	-1.4	-3.4
CCc1nonc1NC(=O)c1oc2ccc(Cl)cc2c1C	9.6	1.6	1.1	6.7	1.4	-1.3	-0.9	-0.9	-11.6
O=C(Nc1ccc(S(=O)(=O)N2CCCCC2)cc1)c1ccc(F)cc1	3.1	-0.4	-0.2	2.0	-1.6	-3.5	-3.4	-4.5	0.0
O/N=C/c1ccc(OCc2ccccc2)c(Br)c1	-2.6	-2.9	1.9	1.4	-4.1	1.5	4.7	-9.6	-6.8
CC(=O)c1ccc(OC(=O)C2CC(=O)N(c3cccc(C)c3)C2)cc1 (stereo not drawn)	-4.6	1.8	-3.4	-2.1	0.3	0.4	4.8	6.3	-0.7
COc1ccccc1CCC(=O)OCC(=O)c1c(N)n(CC(C)C)c(=O)n(C)c1=O	-1.5	-1.9	-0.9	1.2	-1.0	3.0	-2.7	-1.2	-1.1
COc1ccc(/C=N/N2CCN(c3ccccc3OC)CC2)cc1OC	-1.0	-2.9	4.1	1.9	-2.8	2.5	12.3	0.3	0.9
CCN(CC(=O)Nc1ccccc1OC)C(=O)c1cccc(-n2cccc2)c1	5.8	-3.7	-1.3	5.4	-3.0	0.9	-2.5	-5.4	6.6
O=C(N/N=C/c1cccnc1)c1ccccc1OCc1ccc(Cl)cc1	-6.2	1.9	-5.2	5.4	-1.5	1.5	2.4	-2.2	-0.8
COc1ccc(C2C(C(=O)N3CCN(c4ccccc4)CC3)c3ccccc3C(=O)N2C)cc1OC (stereo not drawn)	2.9	-3.6	0.3	7.0	-1.8	-1.3	-4.6	4.5	0.0
O=C(CN1CCN(S(=O)(=O)c2cccc(Cl)c2)CC1)N1CCCCC1	-11.9	nt	-2.2	-5.2	nt	nt	-1.0	nt	2.6
CCOc1cc(-c2cc(-c3ccc(NC(C)=O)cc3)nc(N)c2C#N)ccc1O	-0.6	2.3	0.0	7.6	-3.6	-5.0	-1.6	-29.2	-1.4
CC1(C)C(=O)Nc2ccccc2N1C(=O)COC(=O)CNS(=O)(=O)c1ccc(F)c(F)c1F	-5.5	nt	2.5	-4.6	nt	nt	-3.7	nt	1.3
N#Cc1cccc(C#N)c1Oc1ccc(S(=O)(=O)Nc2ccc(Cl)cc2)cc1	10.8	2.2	3.9	12.3	-0.7	-0.3	1.2	-9.4	20.8
COc1cc2c(cc1OC)C[N+](C)(C)CC2	-15.0	-1.5	1.2	-13.2	-1.7	0.8	5.6	3.8	-1.8
NNC(=O)c1ccc(OCC2CC(c3ccc(Cl)cc3)=NO2)cc1 (stereo not drawn)	4.1	1.0	5.1	1.8	-4.9	-3.3	11.5	-6.8	-6.7
O=C(NCc1cccnc1)c1ccc(N2CCOCC2)c([N+](=O)[O-])c1	11.4	1.3	-1.0	5.0	1.5	-1.3	9.3	0.2	-2.6
CCn1cc(S(=O)(=O)c2ccc(OC)cc2)c(=O)c2cc(F)c(N3CCN(C)CC3)cc21	2.2	1.1	-1.0	8.0	-1.7	-0.3	6.8	7.1	-1.4
CC(C)(C)c1ccc(C(=O)NNC(=O)C(=O)N2CCCCC2)cc1	9.5	-1.5	-6.3	-1.1	1.4	nt	3.8	-11.9	3.2
Cn1c2c(c3ccccc31)CCN=C2c1ccccc1	11.5	-0.3	-4.3	10.4	0.8	-2.1	0.1	4.4	4.0
CCCN(CCC)S(=O)(=O)c1ccc(C(=O)OCCN2C(=O)c3cccc4c(N5CCOCC5)ccc(c34)C2=O)cc1	-14.9	14.1	-2.4	4.1	-5.0	?	-11.7	1.2	-2.2

A portion of the library. The share of hits here may be higher or lower than overall.
